MMP13 inhibition: MMP13 inhibitors among fluorescent compounds, confirmation, biochemical, possible fluorescent artifacts, delta fluorescence (AID 734); MMP13 fTHP FRET cleavage, delta fluorescence 4 h; active compounds read high; inhibition, %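 (each compound tested at 4 µM nominal in triplicate)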; 5,100 tested, under 10 active;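 active = inhibition above the mean inhibition over all tested compounds plus 3 SD, cut at about 75% in these data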;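 note: 0% = DMSO only wells and 100% = 8 µM reference MMP13 inhibitor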
* hit, by the source's call.

Start of the data: the first 7 records, to show the layout:
SMILES | MMP13 inhibition
Cc1ccc(-c2nc(C#N)c(NCCN3CCCCC3)o2)cc1 | -14
N#Cc1nc(-c2cccs2)oc1NCCCN1CCOCC1 | -74
COc1ccc(-c2cc3nc4c(c(=O)n3[nH]2)CCC4)cc1 | 9
CCOC(=O)N1CCC(NC(=O)C2CCN(c3ccc(N4CCOCC4)nn3)CC2)CC1 | 4
Cn1c2ccc(F)cc2c2ncn(CCN3CCOCC3)c(=O)c21 | 0
CCc1cc2c(=O)c(-c3cnn(-c4ccccc4)c3)coc2c(CN2CCOCC2)c1O | 3
COc1ccc(-n2ncc3c(NCc4cccs4)ncnc32)cc1 | -11

Results (from the top)
SMILES | MMP13 inhibition
Cc1ccc(-c2nc(C#N)c(NCCN3CCCCC3)o2)cc1 | -14
N#Cc1nc(-c2cccs2)oc1NCCCN1CCOCC1 | -74
COc1ccc(-c2cc3nc4c(c(=O)n3[nH]2)CCC4)cc1 | 9
CCOC(=O)N1CCC(NC(=O)C2CCN(c3ccc(N4CCOCC4)nn3)CC2)CC1 | 4
Cn1c2ccc(F)cc2c2ncn(CCN3CCOCC3)c(=O)c21 | 0
CCc1cc2c(=O)c(-c3cnn(-c4ccccc4)c3)coc2c(CN2CCOCC2)c1O | 3
COc1ccc(-n2ncc3c(NCc4cccs4)ncnc32)cc1 | -11
O=C(COC(=O)c1ccc(S(=O)(=O)Nc2ccccc2)cc1)NCCN1C(=O)CSC1=O | 4
Cc1ccccc1CS(=O)(=O)CCC(=O)N1CCN(c2ccc(N3CCOCC3)nn2)CC1 | 4
CC(C)CCn1c(N)c(S(=O)(=O)c2cccs2)c2nc3ccccc3nc21 | -1
CCCNC(=O)c1c(N)n(-c2cc(OC)cc(OC)c2)c2nc3ccccc3nc12 | -14
COC(=O)C1=C(CN2CCCc3ccccc32)NC(=O)NC1c1ccc(F)cc1 (stereo not given) | 3
O=C(Nc1ccc(F)cc1)N(CCCN1CCOCC1)Cc1cc2cc3c(cc2[nH]c1=O)OCCO3 | 1
C=CCn1c(=O)c(C#N)cc2c(=O)n3ccccc3nc21 | -7
COC(=O)c1ccccc1NC(=O)N1CCCC1 | 4
COc1ccccc1-c1c(C)oc2cc(OC(=O)c3ccco3)ccc2c1=O | -1
CCOC(=O)c1sc2nc3c(cc2c1N)COC(C)(C)C3 | 6
CCC(=O)Nc1ccc2oc(-c3cccc(C)c3)nc2c1 | -6
c1ccc(Cn2c(SCc3cn4cccnc4n3)nnc2-c2ccco2)cc1 | 0
O=C(NC1CCS(=O)(=O)C1)c1ccc(-c2ccc(Br)cc2)o1 (stereo not given) | 3
COC(=O)c1ccccc1NC(=O)c1cc2sccc2n1C | 7
CC(C)OCCCn1c(=S)[nH]c2ccc(N3CCOCC3)cc2c1=O | 5
COc1cccc2c(=O)c(SC(F)(F)C(F)C(F)(F)F)c(C)[nH]c12 (stereo not given) | -3
CC(C)C1N=C2c3ccccc3N=C(SCC(=O)NCCc3ccc(S(N)(=O)=O)cc3)N2C1=O (stereo not given) | 4
O=C(NC12CC3CC(CC(C3)C1)C2)c1ccccc1O | 5
CCCC(=O)Nc1ccc2c(c1)C(=O)N(CCC(=O)O)C2=O | 7
O=c1[nH]c(=O)n(Cc2ccccc2)c2nc(-c3ccco3)cc(C(F)(F)F)c12 | -103
CCc1ccc(-c2nc(C(N)=O)c3[nH]c(=O)n(-c4ccccc4OC)c3n2)cc1 | 5
CC(=O)Nc1nonc1-c1nc2ccccc2n1CCC#N | 6
COc1ccccc1-c1nn2c(C(F)(F)F)nnc2s1 | -2
CCCSc1nc(N2CCCC2)c2c(c1C#N)CC(C)(C)OC2 | 6
COc1ccc(-c2ccc(-c3nnc(-c4cc(OC)ccc4OC)o3)cc2)cc1 | -288
Cc1c(NC(=O)COC(=O)c2cc3c4ccccc4n(C)c3s2)c(=O)n(-c2ccccc2)n1C | 4
CCCc1nc2oc(C(=O)OCC)c(N)c2c2c1COC(C)(C)C2 | -4
COC(=O)c1[nH]c2cccc(OC)c2c1NC(=O)CCN1CCC(C)CC1 | 2
Cc1ccc2[nH]c(=O)c3cc(C(=O)NCCN4CCN(C)CC4)sc3c2c1 | 1
Cc1ccc(-c2ccc(CCC(=O)O)n2Cc2ccco2)cc1 | 6
CC1(C)Cc2c(C#N)c(N3CCN(C(=O)c4ccco4)CC3)nc(-c3ccco3)c2CS1 | 7
COc1ccc(-c2cc3ccc(OCc4nn[nH]n4)cc3oc2=O)cc1OC | -3
CCOC(=O)N1CCC(NC(=O)c2ccc3c(c2)sc2nc(-c4cccc(OC)c4)cn23)CC1 | -1
COc1ccccc1Oc1coc2c(CN3CCN(C)CC3)c(O)ccc2c1=O | 16
FC(F)(F)c1cccc(NCc2cn3cccnc3n2)c1 | 7
COc1ccc(C)cc1NC(=O)CCC(=O)Nc1ccc2nc(N3CCN(C)CC3)cc(C)c2c1 | -2
Cc1ccc(CNC(=O)c2cc3c(=O)n4ccccc4nc3n(CC3CCCO3)c2=N)cc1 (stereo not given) | -96
CC(C)OC(=O)CC(=O)CSc1nc2c(cc1C#N)CCC2 | 36
Cc1sc2ncnc(Sc3nnnn3-c3ccccc3)c2c1C | -4
CCOc1ccccc1Oc1coc2cc(O)ccc2c1=O | 3
O=C(C1COc2ccccc2O1)N1CCn2c(nc3ccccc32)C1 (stereo not given) | 5
CCOC(=O)Nc1ccc2c(C)cc(=O)oc2c1 | -21
O=c1c2ccccc2nc2n1CCCCN2 | 4
CN(C)c1oc(-c2ccccc2Cl)nc1C#N | -3
O=C(O)CCc1ccc(-c2ccc(Cl)cc2)n1CC(=O)O | 3
Cc1cc(C(=O)O)c(=O)[nH]c1C | 3
FC(F)(F)c1cccc(N2CCc3cn[nH]c32)c1 | 1
CN(C)c1ccc(/C=N/n2ncc3ccccc32)cc1 | 10
Cc1cc(NC(=O)CSc2ccc3nnc(-c4cccc(F)c4)n3n2)no1 | 5
CCC(c1nnnn1Cc1ccccc1)N(Cc1ccco1)Cc1cc2cc(OC)ccc2[nH]c1=O (stereo not given) | 7
COCCN1C=C(C(=O)OC)C(c2cc(Br)c(OC)c(OC)c2)C(C(=O)OC)=C1 | -6
Cn1c(-c2cc(Br)ccc2O)n[nH]c1=S | 9
COc1ccccc1N=c1oc2cc(O)ccc2cc1C(=O)NCC1CCCO1 (stereo not given) | -11

The list goes on:
SMILES | MMP13 inhibition
N=c1c(C(=O)NCc2ccc(F)cc2)cc2c(=O)n3ccccc3nc2n1CCCN1CCOCC1 | -41
Nc1nc2n(n1)C(c1cccc(Br)c1)CC(c1ccccc1)N2 (stereo not given) | 2
N=c1c(C(=O)NCc2ccc(F)cc2)cc2c(=O)n3ccccc3nc2n1Cc1ccco1 | 1
COC(=O)Cc1c(C)c2ccc(OCC(C)=O)c(C)c2oc1=O | -4
c1nc2sc3c(c2c2nnnn12)CCC3 | 6
Cc1ccc(-c2cc(-c3ccc(C)o3)nc(N)c2C#N)cc1 | -3
N#CC1=C(N)N2C(=C(C#N)C13CCN(Cc1ccccc1)CC3)Nc1ccccc12 | 2
CCN(c1ccccc1)S(=O)(=O)c1ccc(Oc2ccc(-n3ccnc3)cc2)nc1 | 2
CN1C(=O)C2CN(CCc3ccccc3)CNC2N(C)C1=O (stereo not given) | 2
O=C1c2ccccc2NC(c2ccncc2)N1c1ccccn1 (stereo not given) | 4
CCN(CC)c1cc(C)c2cc(NC(=O)CNC(C)=O)ccc2n1 | 18
C=CCNc1ncnc2c1cnn2-c1cccc(C)c1 | 4
Cc1c(O)c(CN2CCCC2)cc2c3c(c(=O)oc12)CCC3 | 25
Cc1cc(C)c(-c2cc(C(F)(F)F)no2)c(=O)[nH]1 | -2
CCOC(=O)Cn1nnnc1CN(Cc1ccccc1)Cc1cc2cc(CC)ccc2[nH]c1=O | 3
CCC(=O)Nc1nonc1-c1nc2ccccc2n1CCC(C)C | -2
O=C1CC(C(=O)Nc2ccc(O)c(C(=O)O)c2)C(c2ccccc2)O1 (stereo not given) | 7
COC(=O)c1nc(-c2ccccc2)oc1N(C)C | 9
O=C1CSC(c2cn(-c3ccccc3)nc2-c2cc3ccccc3oc2=O)N1Cc1ccco1 (stereo not given) | -1
Cc1cc2n(n1)C(c1ccc(N(C)C)cc1)Nc1ccccc1-2 (stereo not given) | -34

Some of the entries so far, comma-delimited:
molecule,MMP13 inhibition
O=c1c2ccccc2nc2n1CCCCN2,4
O=C1CSC(c2cn(-c3ccccc3)nc2-c2cc3ccccc3oc2=O)N1Cc1ccco1 (stereo not given),-1
Cc1ccc2[nH]c(=O)c3cc(C(=O)NCCN4CCN(C)CC4)sc3c2c1,1

Additional results follow.
SMILES | MMP13 inhibition
O=C(COc1ccc2c(c1)C(=O)CC1(CCCCC1)O2)NCc1ccccn1 | 8
CCOC(=O)C1=C(C)NC(C)=C(C(=O)OC)C1c1cccc(Cl)c1Cl (stereo not given) | 3
O=C(O)c1ccccc1C(=O)NCc1cccnc1 | 10
Fc1ccc(Cn2nnnc2CN2CCN(C3CCCC3)CC2)cc1 | 5
Cc1cc(=O)oc2cc(OCC(O)CN3CCc4ccccc4C3)ccc12 (stereo not given) | -1
CCOC(=O)Cc1cc(=O)n2[nH]c(C)cc2n1 | 5
CCOC(=O)c1cc(C#N)c(NCc2ccccc2)nc1C | 1
CCOc1ccc2[nH]cc(C(=O)N3CCN(CC)CC3)c(=O)c2c1 | 7
CNC(=O)Oc1ccc2c(c1)[C@]1(C)CCN(C)[C@@H]1N2C | 3
CCC(C)n1c(-c2cccs2)nc2nc3ccccc3nc21 (stereo not given) | 10
CCOc1ccc2[nH]c(=O)c(C(c3nnnn3C3CCCCC3)N3CCN(CC)CC3)cc2c1 (stereo not given) | 2
CCOc1ccc2[nH]c(C)c(CN3CCCCC3)c(=O)c2c1 | -3
COc1ccc(-c2cc(C(F)F)n3ncc(C(=O)N4CCSCC4)c3n2)cc1 | 4
Cc1cccc(C(=O)NC2CC3CCCC(C2)N3C(=O)NC2CCCCC2)c1 (stereo not given) | 8
CCOc1ccc2[nH]c(=O)c(C(c3nnnn3Cc3ccco3)N3CCCC(C)C3)cc2c1 (stereo not given) | 4
CC1=C(C(=O)OCc2ccccc2)C(c2ccco2)C2=C(CC(C)(C)CC2=O)N1 (stereo not given) | 4
Cn1c(=O)cc(OCC(=O)NC2CCCCC2)c2ccccc21 | 2
Cc1cc(NCCCN2CCOCC2)n2c(nc3ccccc32)c1C#N | -21
CCOc1ccccc1-c1nc(C(N)=O)c2[nH]c(=O)n(-c3cccc(C)c3)c2n1 | 5
Cc1cc(C)c2c(n1)sc1c(O)cc(=O)[nH]c12 | 3
COc1cc2[nH]c3c(=O)n(CCN(C(C)C)C(C)C)cnc3c2cc1OC | 6
CCOc1cc2[nH]c(=O)n(CCCCC(=O)N3CCCCCC3)c(=O)c2cc1OCC | 3
CCCCC(=O)Nc1cc(N(C)C)nc2ccccc12 | 12
Cc1ccc(-c2cc(C(F)F)nc(NCc3cccnc3)n2)cc1 | 2
CC1=CC(c2ccccc2)n2nc(N3C(=O)C4CC=CCC4C3=O)nc2N1 (stereo not given) | 5
COc1ccc(OC)c(-c2cc(C(=O)Nc3c(C)nn(Cc4ccccc4C)c3C)no2)c1 | 3
CCOC(=O)N1CCN(C(=O)c2ccc3c(c2)ncn3C2CCCC2)CC1 | 2
N#Cc1nc(-c2ccccc2)oc1N1CCCCC1 | -25
COc1cc2ccccc2cc1C(=O)OCC(=O)N1CCOCC1 | 6
CCOC(=O)C1Cn2c(nc3c(c2=O)C2(CCCC2)Cc2ccccc2-3)S1 (stereo not given) | 10
N#Cc1ccc2ccn(CC(=O)NC3CCCCC3)c2c1 | -3
CCn1c2ccccc2c2cc(C3C(C#N)=C(C)NC(C)=C3C#N)ccc21 | -11
CC(C)COC(=O)C1C2C=CC3(CN(C(C)c4ccc(Br)cc4)C(=O)C13)O2 (stereo not given) | 3
Cc1cc(=O)oc2cc(OC(C)C(=O)O)c(Cl)cc12 (stereo not given) | 3
CNC(=O)c1cc2c(=O)n3cccc(C)c3nc2n(C(C)C)c1=N | -21
Cc1cc(-c2ccc(Cl)cc2)n2nc(N)nc2n1 | 4
Cc1nc(N2CCN(c3ccccc3)CC2)[nH]c(=O)c1Cc1ccccc1 | 7
CCOC(=O)C1CCN(C(=O)c2cn(CCOC)c(=O)c3c2c2ccccc2n3C)CC1 | 1
N#Cc1nc(-c2ccc(OCc3ccccc3)cc2)oc1NCc1cccnc1 | 5
COc1ccc(-c2nc(CS(=O)CC(=O)NCCCN3CC(C)CC(C)C3)c(C)o2)cc1OC (stereo not given) | 6
Cc1cc2oc(=O)c3c(c2cc1OCc1nn[nH]n1)CCCC3 | 6
N#Cc1nc(-c2cccs2)oc1NCc1ccc2c(c1)OCO2 | -35
Cc1cc(C)n(-c2nc(-c3cccc(Cl)c3)cs2)n1 | 8
CCN(CC)CCCN(Cc1cc2cc(OC)ccc2[nH]c1=O)C(=O)Nc1ccc(F)cc1 | 3
Cc1ccc(C)c(Cc2c(C)nc3c(C(=O)N4CCOCC4)cnn3c2C)c1 | 8
O=C(CSc1ccc2nnc(-c3cccnc3)n2n1)NCC1CCCO1 (stereo not given) | -3
CC(=O)Nc1ccc(C2Nc3ccccc3C(=O)N2C2CCCCC2)cc1 (stereo not given) | -1
COc1ccc2[nH]c(=O)c(CN(C(=O)c3ccccn3)C3CCCCC3)cc2c1 | 4
O=C(Nc1ccc2nn(-c3ccccc3)nc2c1)c1cccnc1 | 4
O=C(CSc1cccc2cccnc12)N1CCCC1 | 5
COC(=O)c1cc(COc2ccc3c4c(c(=O)oc3c2)CCCC4)c(C)o1 | 5
CCOC(=O)c1sc2nc(CSCC(=O)OCc3ccc(C(=O)OC)o3)[nH]c(=O)c2c1C | 9
COc1cc(OC)cc(-c2nc(N)n[nH]2)c1 | 4
CCc1nc(N2CCOCC2)c(C#N)c2c1COC(C)(C)C2 | -4
Cc1cc(NCc2ccco2)n2c(nc3ccccc32)c1C#N | -11
NC(=O)c1cnn2c(C(F)(F)F)cc(-c3ccc(F)cc3)nc12 | 3

Shown as a markdown table: part of the list above.
| molecule | MMP13 inhibition |
| --- | --- |
| COc1cc(OC)cc(-c2nc(N)n[nH]2)c1 | 4 |
| CCc1nc(N2CCOCC2)c(C#N)c2c1COC(C)(C)C2 | -4 |

Only part of the results is shown, so the mix of outcomes need not match the whole.
